NALP1 inh – NALP1 inflammasome inhibitors in reconstituted yeast, colorimetric, S. cerevisiae, triplicate retest. S. cerevisiae NALP1/ASC/caspase-1 growth, X-gal OD620, 72 h. inhibition, % at 10 µM. 280,000 tested, 0.61% active. AID 2071, 2009; in the data active = inhibition mostly above about 24%, no sharp cut-off; inactive = mostly below about 32%; also: some compounds called inactive have numbers as strong as hits
M18AAP inhibitor – PfM18AAP inhibitors, malaria aminopeptidase, primary screen, biochemical, QFRET, recombinant enzyme. M18 aspartyl aminopeptidase (Plasmodium falciparum 3D7). H-Glu-NHMec fluorogenic cleavage. inhibition, % at 7.35 µM. 290,000 tested, 1.2% active;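 active = inhibition above the campaign mean inhibition over all tested compounds plus 3 SD, cut at about 28% in these data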;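 also: 0% = plate median of test compound wells and 100% = 2 mM ZnCl2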
MEKK2mut PB1 HTS – MEK5 binding signal on mutant MEKK2 PB1, primary screen, biochemical, multiplex bead flow cytometry, Alexa488-MEK5 | percent response, % at 10 µM | Alexa488-MEK5 binding to MEKK2 mutant | 290,000 tested, 0.35% active; in the data active = percent response above about 24%, passing the limit was not always enough; also: inactives centre near 1; some results filed as inactive read as strong as hits; reference of the scale not given here
OXTR agonist – human OXTR agonists, primary screen, fluorescence, CHO-OTR cells, Fluo-8 calcium; Oxytocin receptor (Homo sapiens), P30559; Fluo-8 calcium fluorescence; normalized: DMSO 0%, oxytocin 100%; activation, % at 3 µM; 320,000 tested, 0.32% active;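 active = activation above the mean of all tested compounds plus 3 SD, cutoff set per screening run, cut at about 20% in these data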;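 also: peak over basal fluorescence ratio from a 100 s FLIPR kinetic read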
Target sequence (P30559 whole entry, looked up): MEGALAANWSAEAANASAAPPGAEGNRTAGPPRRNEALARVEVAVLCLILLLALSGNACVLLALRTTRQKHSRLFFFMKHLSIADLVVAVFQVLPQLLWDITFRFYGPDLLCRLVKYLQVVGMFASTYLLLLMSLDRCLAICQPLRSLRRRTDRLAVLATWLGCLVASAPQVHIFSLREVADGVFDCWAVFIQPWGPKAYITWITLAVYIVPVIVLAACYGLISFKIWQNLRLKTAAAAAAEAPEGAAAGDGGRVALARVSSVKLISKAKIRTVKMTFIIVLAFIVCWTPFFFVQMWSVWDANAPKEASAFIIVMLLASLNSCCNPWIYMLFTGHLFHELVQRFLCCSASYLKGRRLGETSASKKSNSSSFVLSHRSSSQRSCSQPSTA
GPR7 antagonist – GPR7 receptor antagonists, primary screen, cell-based, fluorescence, single concentration; Neuropeptides B/W receptor type 1 (Homo sapiens), P48145; GPR7-expressing cells, fluorescence antagonist assay; inhibition, % at 4.4 µM; 290,000 tested, 1.1% active; AID 1861, 2009; in the data active = inhibition above about 16%, passing the limit was not always enough;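 also: cells stimulated with the agonist NPW; 0% = agonist with vehicle and 100% = vehicle without agonist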
PHOSPHO1 inh – PubChem AID 1565; inhibition, % at 13.3 µM; Phosphoethanolamine/phosphocholine phosphatase (Homo sapiens), Q8TCT1; recombinant PHOSPHO1, absorbance phosphatase assay; 290,000 tested, 1.1% active; in the data active = inhibition above about 60%
MEKK2wt PB1 HTS – modulators of MEK5 binding to wildtype MEKK2, primary screen, biochemical, multiplex bead flow cytometry, Alexa488-MEK5; 290,000 tested, 1.1% active; Alexa488-MEK5 binding to MEKK2 WT; actives lie on both sides; AID 1531, 2009; binding response (% of control), % at 10 µM; Mitogen-activated protein kinase kinase kinase 2 (Homo sapiens), Q9Y2U5; in the data active = binding response below about 67% or above about 130%
FID counter – compounds displacing fluorescent DNA intercalator, primary screen, artefact control for HCV NS3 helicase inhibitor project, biochemical, FID fluorescence. DNA fluorescent intercalator displacement. inhibition, % at 7.9 µM. 290,000 tested, 0.17% active; in the data active = inhibition above about 37%;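 also: 0% = vehicle and 100% = reference compound; higher means more ethidium bromide displaced from hairpin DNA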
MEKK3 PB1 HTS – modulators of MEKK3-MEK5 PB1 binding, primary screen, biochemical, wildtype MEKK3, multiplex bead flow cytometry, Alexa488-MEK5. 290,000 tested, 1.4% active. AID 1529, 2009. Mitogen-activated protein kinase kinase kinase 3 (Homo sapiens), Q99759. binding response (% of control), % at 10 µM. bead-based flow cytometry, Alexa488-MEK5 binding to MEKK3; actives lie on both sides; 0 = blocked by unlabeled MEK5, 100 = vehicle;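 active = binding response more than 3 SD above or below the average of its plate-row segment, actives on both sides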;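 also: Alexa488 bead fluorescence after subtracting the streptavidin-only scavenger bead signal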
Target sequence (Q99759 whole entry, looked up): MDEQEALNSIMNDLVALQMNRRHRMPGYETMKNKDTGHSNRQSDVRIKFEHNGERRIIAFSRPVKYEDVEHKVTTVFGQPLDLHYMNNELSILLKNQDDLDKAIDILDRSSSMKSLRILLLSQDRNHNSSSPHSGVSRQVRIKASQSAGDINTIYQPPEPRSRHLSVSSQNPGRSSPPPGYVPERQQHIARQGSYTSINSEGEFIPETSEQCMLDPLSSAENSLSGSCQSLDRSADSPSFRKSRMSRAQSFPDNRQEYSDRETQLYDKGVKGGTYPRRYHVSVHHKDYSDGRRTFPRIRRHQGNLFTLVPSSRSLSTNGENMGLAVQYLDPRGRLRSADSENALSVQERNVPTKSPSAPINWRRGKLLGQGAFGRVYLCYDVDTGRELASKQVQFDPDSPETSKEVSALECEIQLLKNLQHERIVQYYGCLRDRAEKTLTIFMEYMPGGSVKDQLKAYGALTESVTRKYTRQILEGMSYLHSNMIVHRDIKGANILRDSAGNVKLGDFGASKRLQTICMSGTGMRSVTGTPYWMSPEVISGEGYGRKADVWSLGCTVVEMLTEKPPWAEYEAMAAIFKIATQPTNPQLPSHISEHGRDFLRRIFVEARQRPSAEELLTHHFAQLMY
Numbers without * were called inactive; · = not tested or not shown; [ ] = dose if it differs, or a comment.

Below each SMILES: NALP1 inh	M18AAP inhibitor	MEKK2mut PB1 HTS	OXTR agonist	GPR7 antagonist	PHOSPHO1 inh	MEKK2wt PB1 HTS	FID counter	MEKK3 PB1 HTS
COc1cccc2c1cc1c(=O)n(CC(=O)NCc3ccccn3)nc(C)n12
  -19	-4	3	0.4	-2	38	99	-9	98
O=C(Nc1ccnn1C1CCN(Cc2cccc(OCCO)c2)CC1)C1CCOC1 (configuration not stated)
  6	8	4	0.4	2	3	109	-1	93
CCOc1ccc(CCNC(=O)c2ccc3ccccc3n2)cc1OCC
  8	-4	-12	-1.6	-6	47	88	-43	83
CCCCC(CC)CNC(=O)CC1Nc2c3ccccc3nc(=S)n2C1=O (configuration not stated)
  5	3	4	-0.1	-17	-15	106	-9	103
Cc1cc(Nc2ccc(F)cc2)nc(N)n1
  14	4	6	0.7	-4	22	106	-4	103
O=[N+]([O-])c1ccc(F)cc1OCc1nc(-c2cccs2)no1
  5	13	-4	·	-7	-118	97	3	102
NS(=O)(=O)c1cccc(NC(=O)COC(=O)/C(=C/c2cccs2)c2cccs2)c1
  10	0	-1	2.1	-8	-4	94	-11	95
N#Cc1cnc(SCC(=O)N2CCCCC2)nc1N
  ·	-1	3	0.3	4	·	107	0	102
Cc1ccc(-c2ccc(SCC(=O)Nc3ccc4c(c3)OCCO4)nn2)cc1
  30	-6	0	-2.5	-3	-3	102	-14	110
COc1ccccc1S(=O)(=O)Cc1ccc(C(=O)NC2CCCCCC2)o1
  14	-7	1	2.6	-15	44	107	-43	102
COC(=O)c1ccc(S(=O)(=O)N2CCC(c3nc4ccccc4o3)CC2)cc1
  5	-3	3	1.4	8	1	102	-1	104
CCCc1nc2oc3c(NCc4ccccn4)ncnc3c2c2c1COC(C)(C)C2
  ·	4	4	2.1	-3	5	106	-9	114
CC(=O)Nc1ccc(S(=O)(=O)N2CCC(c3nc4ccccc4[nH]3)CC2)cc1
  26	-11	6	6.6	15	35	111	3	104
CC12CN(C(=O)c3ccc([N+](=O)[O-])cc3)CC(C)(CN(C(=O)c3ccc([N+](=O)[O-])cc3)C1)C2=O
  27	-5	-5	-0.4	-6	15	98	5	96
CC1CN(c2nc3ccccc3nc2SCC(=O)Nc2ccc(F)cc2)CC(C)O1 (configuration not stated)
  17	1	-4	-0.4	-6	33	98	-27	103
Cc1ccsc1C(=O)OCC(=O)Nc1cccc(S(=O)(=O)N2CCOCC2)c1
  32	-5	23	0.9	-6	6	102	-8	106
O=C(OCc1ccc(Cl)c(Cl)c1)c1ccccn1
  -11	3	0	0.0	-2	-2	98	-9	99
N#Cc1cc2cc3c(cc2nc1SCC(=O)OC1CCCCC1)OCO3
  2	0	3	-0.1	0	18	95	-2	96
CC(C)C(=O)NC(=S)Nc1nnn(C)n1
  8	4	-1	-0.5	4	2	91	-1	98
CCN(CC)C(=O)C(=O)Nc1cc(C(F)(F)F)ccc1Cl
  1	-2	-4	-1.6	9	75*	100	-2	96

The last 4 compounds of the part before lead into the next:
Below each SMILES: NALP1 inh	M18AAP inhibitor	MEKK2mut PB1 HTS	OXTR agonist	GPR7 antagonist	PHOSPHO1 inh	MEKK2wt PB1 HTS	FID counter	MEKK3 PB1 HTS
O=C(OCc1ccc(Cl)c(Cl)c1)c1ccccn1
  -11	3	0	0.0	-2	-2	98	-9	99
N#Cc1cc2cc3c(cc2nc1SCC(=O)OC1CCCCC1)OCO3
  2	0	3	-0.1	0	18	95	-2	96
CC(C)C(=O)NC(=S)Nc1nnn(C)n1
  8	4	-1	-0.5	4	2	91	-1	98
CCN(CC)C(=O)C(=O)Nc1cc(C(F)(F)F)ccc1Cl
  1	-2	-4	-1.6	9	75*	100	-2	96
Cc1nn(CC(=O)Nc2sc3c(c2C#N)CCC(C(C)(C)C)C3)c(C)c1[N+](=O)[O-] (configuration not stated)
  4	7	1	0.3	2	39	100	3	105
COCCn1c(=O)[nH]c2cc(C(=O)N3CCN(c4ccccc4F)CC3)ccc2c1=O
  8	2	-2	1.2	-7	27	102	-35	102
COc1ccccc1N/C=C/c1onc(C)c1[N+](=O)[O-]
  5	1	0	7.0	-6	40	104	-1	107
COc1cc(C2C(C#N)=C(C)NC3=C2C(=O)CC(C)(C)C3)ccc1O (configuration not stated)
  27	2	14	0.2	0	49	114	-1	113
O=C(NCCCN1CCOCC1)c1cccnc1SCc1ccccc1Cl
  21	-10	-10	0.8	-2	-18	90	6	86
Nc1ccc(-c2nc3cc(N)ccc3n2CCO)cc1
  ·	2	-6	0.5	-11	-5	101	1	101
CCOC(=O)CSc1nc2ccc(S(=O)(=O)N3CCOCC3)cc2[nH]1
  ·	2	-5	-0.5	-7	22	90	-1	95
COc1ccc(-c2[nH]nc3c2C(c2ccoc2)C(C#N)=C(N)O3)cc1 (configuration not stated)
  -8	6	-5	-0.6	-4	-6	100	-9	88
COc1ccc(C2CC(=O)N(CCCN(C)CCc3ccc(OC)c(OC)c3)C2)cc1 (configuration not stated)
  17	3	-8	-0.5	3	-28	97	20	104
O=c1cc(CSc2nnnn2-c2ccccc2)nc2scc(-c3ccccc3)n12
  19	0	5	-0.3	0	-14	98	-14	95
Cc1ccc(S(=O)(=O)N(C)CC(=O)NCc2ccncc2)cc1
  2	-4	-10	8.7	-5	6	83	0	77
O=C(Nc1ccccc1)O/N=C1\CCCCC1c1ccc([N+](=O)[O-])cc1[N+](=O)[O-] (configuration not stated)
  0	-3	13	-1.6	-8	28	111	4	116
Cc1nn(-c2ccccc2)c2sc(C(=O)N3CCc4ccccc4C3)cc12
  10	-6	-2	·	3	-2	95	-19	99
O=C(C1CCCC1)N(c1ccccc1)C1C=CS(=O)(=O)C1 (configuration not stated)
  2	2	2	0.4	9	42	104	-4	106
ClC(/C=N/n1cnnc1)=C/c1ccccc1
  4	32*	2	6.8	-6	-10	97	-2	93
CC(C)CN(C(=O)CSc1nnnn1-c1ccccc1)c1c(N)n(CC(C)C)c(=O)[nH]c1=O
  -21	2	-3	-1.9	-12	-2	95	-8	100
O=[N+]([O-])c1cccc(/C=C/C=N/Nc2nc(N3CCCCC3)nc(N3CCCCC3)n2)c1
  -9	-14	-18	-0.4	-4	-23	78	2	83
COc1ccc(CCC(=O)NCCCNC(=O)CCc2ccc(OC)cc2)cc1
  30	-1	0	-0.8	0	11	105	-11	101
COC(=O)c1sc(S(=O)(=O)N2CCCCC2C(=O)O)c(C(=O)OC)c1C (configuration not stated)
  -22	5	15	-0.4	-8	-7	112	-13	110
COc1ccc(C/C(C)=N/NC(=S)Nc2ccc(C)c(C)c2)cc1
  16	22	-3	-1.3	-6	6	99	-6	98
CNCc1ccccc1Sc1cc(O)ccc1O
  56*	14	15	0.8	4	6	100	-7	101
CCCC(=O)Nc1ccc(NC(=O)c2cc3ccccc3o2)c(OC)c1
  12	3	4	2.9	-4	-35	100	-31	105
C/C(Cn1nnc([N+](=O)[O-])n1)=N\NC(=O)c1ccccc1O
  1	1	-16	1.3	-9	20	97	-7	92
COc1ccc2c(CC(=O)NCc3cccs3)coc2c1
  9	-7	8	-1.6	-5	51	102	-5	105
O=C(Nc1ccccn1)C1COc2ccccc2O1 (configuration not stated)
  4	-9	-1	-0.2	6	7	102	-11	91
CCOc1cc(C(=O)Nc2c(C)ccc3nsnc23)cc(OCC)c1OCC
  15	1	3	-2.3	2	-8	96	-12	99
COc1ccc(NC(=O)C(Sc2ccccc2)c2ccccc2)c(OC)c1 (configuration not stated)
  9	2	11	-1.1	-4	-14	102	-14	100
Cc1cccc(C)c1OCc1cc(C(=O)NCc2ccc(Cl)s2)no1
  5	3	8	-0.2	-6	9	102	-11	105
COc1ccc(-c2nnc3n2CCCCC3)cc1
  4	-3	-3	0.5	2	15	91	-5	96
Cc1cc(C)nc(OC(=O)c2ccc(Cl)cc2Cl)n1
  -6	2	-6	0.8	-7	25	93	1	97
CCC(=O)N(Cc1cc(=O)[nH]c2ccccc12)c1cccc(C)c1
  4	6	-22	-1.2	6	19	66	-28	102
CC(=O)NC12CC3CC(C1)CC(C(=O)Nc1nc4c(C)cccc4s1)(C3)C2
  8	6	12	-0.8	-11	32	105	-38	104
CCCCC(C(=O)NC1CCCC1)N(Cc1ccco1)C(=O)Cn1nnc(-c2ccc(F)cc2)n1 (configuration not stated)
  47	-8	-2	0.1	3	19	105	-6	102
CC(Sc1nnc(-c2cccnc2)n1-c1ccccc1F)C(=O)N1CCCc2ccccc21 (configuration not stated)
  ·	12	-1	-1.0	-10	-11	97	-30	81
COc1ccc(OC)c(NC(=O)CSC2=NN3CCCC(=O)N=C3S2)c1
  1	0	-1	5.7	-6	10	101	-16	98
CCOC(=O)CN1CCC(c2cc(-c3ccc(Cl)cc3)n[nH]2)CC1
  15	-12	0	8.9	29	35	108	-7	103
O=C(N=C1c2ccccc2CN1c1ccc(F)c(F)c1)c1cccnc1
  -19	2	-1	-0.7	-19	-6	101	6	107
C#CCOCCOCCOCCNc1nc(N2CCN(C(=O)Cn3cc(CC(C)O)nn3)CC2)nc(N2CCN(C(=O)[C@H](CCCCN)n3cc(CCC(=O)O)nn3)CC2)n1 (some centres not stated)
  6	-7	3	0.4	0	1	96	-23	108
CCOc1ccc2cc(C(=O)NCc3ccccc3)c(=N)oc2c1
  7	3	1	-0.6	16	-23	100	-7	99
O=C(O)/C(=C/c1cccnc1)NC(=O)c1ccccc1
  32	-13	0	-0.3	-6	3	107	-17	156*
COc1ccc(C(=O)N2CCN(Cc3cc(OC)ccc3OC)CC2)cc1
  -20	4	-1	-0.5	8	36	100	-16	100
Clc1ccc(-c2cn3c(n2)CCC3)cc1
  -38	2	11	3.2	1	-14	101	3	99
COc1ccc(CCNC(=O)NC23CC4CC(CC(C4)C2)C3)cc1OC
  1	1	-10	-2.1	2	31	90	-21	89
COC(=O)c1ccccc1NC(=O)NC1CCC(C)CC1 (configuration not stated)
  -3	0	-10	-2.1	3	35	75	-5	86
CSCC[C@H](NC(=O)C1CCCC1)c1nc2ccccc2[nH]1
  -7	-3	-16	-0.2	-4	48	68	-12	69*[inhibitor]
O=C(O)CNS(=O)(=O)c1ccc(Br)s1
  25	-8	7	-0.1	19	-47	113	2	110
Cn1c(-c2ccc(Br)cc2)cnc1NCc1cccnc1
  32	4	2	-0.5	-4	43	107	10	100
CCOC(=O)c1ccc(NC(=O)C2(c3ccc(Cl)cc3)CCCC2)cc1
  2	-3	-1	0.7	-14	24	106	1	101
CNc1ccc(C(=O)c2ccccc2C(=O)O)cc1[N+](=O)[O-]
  -5	-2	-8	0.8	-1	9	93	4	92
CC(C)(C)NC(=O)COC(=O)c1nsc(Cl)c1Cl
  -13	-2	2	0.0	-7	0	105	2	98
